aSyn UTR inh = MLPCN primary screen, SNCA 5' untranslated region. inhibition, % (tested at 7.5 µM). AID 1813. alpha-synuclein 5'UTR reporter, inhibitor activity. hit rate 0.82% among 300,000; in the data active = inhibition above about 60%;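 note: H4 neuroglioblastoma cells stably carrying SNCA 5'UTR luciferase fusion; 0% = DMSO wells and 100% = positive control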
SKKanGAS inh = inhibitors of SKKanGAS S. pyogenes growth in kanamycin (SK-promoter or general growth effect); BacTiter-Glo, 6 h; inhibition, % at 7.5 µM; hit rate 1.3% among 300,000;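 active = mean replicate score, as percent of positive control median, at least 50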;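 note: strain carries kanamycin resistance gene driven by streptokinase promoter and grows in 40 µg/ml kanamycin; loss of luminescence reflects streptokinase promoter inhibition or plain growth inhibition; 0% = median of DMSO wells and 100% = positive control at its reference dose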
TRPC6 activator = mouse TRPC6 channel activation. B-score at 10 µM. hit rate 0.13% among 310,000. AID 2550. HEK293-TRPC6 membrane potential dye fluorescence; hits give high values;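 active = B-score of the integrated fluorescence ratio above library mean plus 3 SD, and starting fluorescence ratio within library mean plus 5 SD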;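 note: higher score means more depolarization so channel activation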
Target sequence (Q61143 whole entry, looked up): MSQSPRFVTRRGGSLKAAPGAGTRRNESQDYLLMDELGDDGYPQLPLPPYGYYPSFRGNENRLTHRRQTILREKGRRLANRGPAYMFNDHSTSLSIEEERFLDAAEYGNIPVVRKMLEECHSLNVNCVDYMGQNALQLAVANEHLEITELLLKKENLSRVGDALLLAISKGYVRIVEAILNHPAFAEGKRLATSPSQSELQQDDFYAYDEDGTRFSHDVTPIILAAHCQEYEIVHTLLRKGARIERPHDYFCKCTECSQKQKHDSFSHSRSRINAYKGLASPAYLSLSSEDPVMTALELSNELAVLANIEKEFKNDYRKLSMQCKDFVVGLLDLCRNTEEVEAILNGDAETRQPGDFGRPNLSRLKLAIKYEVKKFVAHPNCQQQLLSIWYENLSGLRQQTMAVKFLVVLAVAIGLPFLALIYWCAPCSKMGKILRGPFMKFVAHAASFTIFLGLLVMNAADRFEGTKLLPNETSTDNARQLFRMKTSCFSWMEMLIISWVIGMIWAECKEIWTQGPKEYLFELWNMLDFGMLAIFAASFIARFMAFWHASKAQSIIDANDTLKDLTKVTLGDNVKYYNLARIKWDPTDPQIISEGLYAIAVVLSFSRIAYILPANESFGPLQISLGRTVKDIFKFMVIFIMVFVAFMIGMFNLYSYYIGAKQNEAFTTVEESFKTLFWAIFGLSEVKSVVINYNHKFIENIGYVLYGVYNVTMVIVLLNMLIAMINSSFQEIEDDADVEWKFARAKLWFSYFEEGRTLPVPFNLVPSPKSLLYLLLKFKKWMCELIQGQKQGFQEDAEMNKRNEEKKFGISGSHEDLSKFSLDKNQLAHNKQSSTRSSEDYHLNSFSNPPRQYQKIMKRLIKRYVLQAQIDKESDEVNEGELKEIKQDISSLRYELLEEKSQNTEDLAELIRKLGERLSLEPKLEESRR
IEC-6 tox = counter-screen for KLF5 inhibitors: cytotoxicity in IEC-6 cells; IEC-6 cytotoxicity, luminescence viability; inhibition, % at 5 µM; hit rate 0.78% among 290,000; in the data active = inhibition above about 22%;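 note: 0% = plate median of test compound wells and 100% = cytotoxic reference compound wells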
HIF act = HIF pathway transcriptional activation; U2OS HRE-luciferase reporter, luminescence; normalized: DMSO 0%, desferrioxamine 100%; activation, % at 7.5 µM (by protocol); hit rate 0.32% among 300,000; AID 1910;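 active = mean activation of at least 10% of the iron chelator positive control signal, with at least half of replicates also reaching 10%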
MrgX1 antag = antagonists of human MrgX1 receptor; MRGX1-HEK293 calcium flux, Fluo-4, BAM8-22 antagonism; hits give low values; hit rate 1.3% among 310,000; AID 588676; B-score at 10 µM;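 active = calcium-response B-score plate-corrected more than 3 library SD below zero, starting fluorescence within 5 deviations, no agonist response on first addition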;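 note: peak minus trough fluorescence over baseline after final BAM8-22 challenge near maximal dose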
TRPC4 act = TRPC4 (mouse) channel activation | AID 2237 | B-score at 10 µM | Q9QUQ5 | hit rate 0.49% among 310,000 | HEK293 TRPC4beta/mu-opioid, Fluo4 calcium fluorescence; hits give high values;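 active = B-score above 5 SD of library B-scores, and initial fluorescence ratio not above library mean plus 5 SD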;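 note: positive B-score marks a calcium rise read as TRPC4 activation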
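Incubation: 45 min room-temperature Fluo4 loading, 110 s read / System: HEK293 cells stably co-expressing mouse TRPC4beta and mu-opioid receptor / Signal: Fluo4 fluorescence, kinetic / Control set: buffer (low) and maximal DAMGO (high) / Measure: integrated baseline-normalised fluorescence ratio, converted to per-well B score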
TRPC4 inh = TRPC4 (mouse) channel inhibition; Q9QUQ5; HEK293 TRPC4beta/mu-opioid, DAMGO-evoked Fluo4 calcium flux; hits give low values; B-score at 10 µM; hit rate 0.39% among 300,000;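 active = B-score over 3 SD under the library average, no early fluorescence shift, positive overall ratio signal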
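material = TRPC4beta/mu-opioid receptor HEK293 cell line | probe or stimulus = sequential submaximal and maximal DAMGO stimulation | compound dosing = one concentration per compound | measured by = Fluo4 Ca2+ flux fluorescence | evaluation = integrated fluorescence ratio relative to baseline, converted to per-well B score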
TRPC6 inh = mouse TRPC6 channel inhibition | Q61143 | HEK293-TRPC6, membrane potential dye, ACh-evoked depolarization; hits give low values | B-score at 10 µM | hit rate 1.1% among 310,000 | AID 2553;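 active = B-score under library mean minus 3 SD, initial fluorescence not abnormally high, positive integrated signal ratio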;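 note: B-score derived from integrated fluorescence ratio over the kinetic read; more negative B-score means stronger inhibition of depolarization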
TRPC4 PAM = allosterically enhances the mouse TRPC4 cation channel | Q9QUQ5 | HEK293 TRPC4beta/mu-opioid, DAMGO EC20, Fluo-4 Ca2+ flux; hits give high values | B-score at 10 µM | hit rate 0.42% among 310,000 | AID 2227;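 active = B-score of calcium response area above 5 SD of library B-scores, with initial fluorescence ratio within 5 SD of library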;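 note: B-score of integrated fluorescence ratio over time as area under calcium response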
KLF5 inhibitor = suppresses KLF5 promoter-driven expression | inhibition, % at 5 µM | hit rate 0.23% among 290,000 | DLD-1 KLF5 promoter-luciferase reporter, luminescence | AID 1700;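 active = inhibition above a per-plate limit of that plate's mean compound inhibition plus 3 SD, cut at about 60% in these data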;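 note: 0% = DMSO wells and 100% = LY294002 at 200 µM; higher means less KLF5 promoter-driven luciferase light; inactives centre near -14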
* marks the source's active call; other numbers are inactive results; i = inactive; x = no result given; & = joins results of further samples. Only part of the results is shown. The share of hits here may be higher or lower than overall.

SMILES,MrgX1 antag,KLF5 inhibitor,TRPC4 act,SKKanGAS inh,TRPC6 inh,TRPC6 activator,HIF act,TRPC4 PAM,IEC-6 tox,TRPC4 inh,aSyn UTR inh
Cc1ccc(-c2nc3ccccc3c(=O)n2-n2cccc2)cc1,i,-7,i,-5,i,i,-0.2,i,2,i,3
O=C1NC(=O)C(CCc2ccncc2)(Cc2ccc3c(c2)OCO3)C(=O)N1CCc1ccccc1 (stereo unspecified),i,-21,i,-10,i,i,0.1,i,-1,i,-2
Oc1ccc(C2NCc3ccccc3-n3cccc32)cc1Cl (stereo unspecified),i,-17&-29,i,-1&0,i,i,-0.3&1.1,i,-3&-6,i,-6&18
CN(C)[C@@H]1C(=O)C(C(N)=O)=C(O)[C@@]2(O)C(=O)C3=C(O)c4c(O)ccc(Cl)c4[C@@](C)(O)[C@H]3C[C@@H]12,i,-32,i,109*,i,i,-0.2,i,-2,i,26
Cc1cc(-c2ccccc2)cc(C)[n+]1Cc1ccccc1,i,x,106*,-1,i,i,0.4,i,x,i,-4
COc1ccc(OC)c(N2Cc3ccccc3C2=N)c1,i,-16,i,1,i,i,-0.2,i,-1,-7*,-15
CC1CCCN(C(=O)CN2C3CCC2CC(O)(c2ccc(F)cc2)C3)C1 (stereo unspecified),i,-1,i,3,i,i,0.3,i,4,i,3
Cc1ccc(/C=C2/C(=O)NC(=O)N(CCc3ccc(F)cc3)C2=O)o1,i,-8,i,-1,i,i,-0.6,i,5,i,-20
CCn1nc(-c2ccccc2)nc2c(=O)n(C)c(=O)nc1-2,i,-37,i,95*,i,i,-0.9,i,99*,i,-84
COC(=O)C1C2c3ccccc3OC1(C)N=c1s/c(=C/c3cnn(C)c3C)c(=O)n12 (stereo unspecified),i,-40,i,-8,i,i,-0.4,i,-1,i,18
CCC(=O)N1CC(=O)Nc2ccc(Cl)cc2C1c1ccc(F)cc1 (stereo unspecified),i,25,i,2,i,i,0.5,i,3,i,-14
Cc1cc(N2CCOCC2)nc2ccc(NC(=O)CCC(=O)N3CCC4(CC3)OCCO4)cc12,i,-24,i,-6,i,i,2.4,i,-17,i,-88
Nc1cc2nc3ccccc3nc2cc1N,i,-8,i,6,i,i,-0.5,i,-3,i,-64
Cc1ccc(OCC(=O)N2CCN(C)CC2)c(Br)c1,i,-4,i,2,i,i,0.4,i,-1,i,-37
O=C(Cc1ccccc1)OCCNC(=O)c1cccnc1,i,-30,i,-5,i,i,0.0,i,2,i,-4
C[C@]12CC(=O)CC1CCC1C2CC[C@@]2(C)C1CC[C@@H]2O (stereo partly specified),i,-24,i,-11,i,i,-0.2,i,-2,i,22
Cc1ccc(S(=O)(=O)N(C)C)cc1NC(=O)C(C)[N+]12CCN(CC1)CC2 (stereo unspecified),i,3,i,-23,i,i,-0.6,i,4,i,11
CC(=O)N1CCN(CCN=Cc2c(O)n(-c3ccc(F)cc3)c(=S)[nH]c2=O)CC1,i,16,i,1,i,i,0.2,i,1,i,-12
Cc1cc(NC(=O)CCl)on1,i,-9,i,-3,i,i,-1.1,i,-3,i,-36
Cc1ccc(OCC(=O)N2CCN(Cc3cccnc3)CC2)cc1,i,18,i,-1,i,i,-25,i,-2,i,11
O=P(CCl)(Nc1ccccc1)C(Cl)(Cl)Cl (stereo unspecified),i,1,i,-3,i,i,0.0,i,5,i,-12
CCN1CCN(C(=O)COc2ccc(S(=O)(=O)N3CCOCC3)cc2Cl)CC1,i,-17,i,-4,i,i,-17,i,0,i,0
CC1CN2c3ccc([N+](=O)[O-])cc3CC3(C(=O)N(C)C(=O)N(C)C3=O)C2C(C)O1 (stereo unspecified),i,9,i,-4,i,i,-0.7,i,2,i,-27
N[C@@H](Cc1c[nH]c2ccccc12)c1nnc(SCc2c(F)cccc2Cl)o1,i,-9,i,3,i,i,-0.5,i,5,i,22
C=CCN1C(=O)C2(C(C(=O)OCC)=C(N)Oc3c2c(=O)oc2ccccc32)c2ccccc21 (stereo unspecified),i,-26,i,8,i,i,-0.3,i,-7,i,2
O=C(COc1ccc(S(=O)(=O)N2CCCCC2)cc1)N1CCN(Cc2ccccc2)CC1,i,-36,i,3,i,i,-0.5,i,-4,i,-1
Cc1ccc(-c2nc3ccccc3c(=O)n2-c2ccccn2)cc1,i,-22,i,-10,i,i,0.8,i,-4,i,-57
O=C(NCC(c1cccnc1)N1CCN(c2ccc(F)cc2)CC1)Oc1ccccc1 (stereo unspecified),i,-10,i,7,i,i,x,i,4,i,-7
Cc1ccc(Cl)cc1N1CCN(CCN)CC1,i,-38,155*,14,i,i,0.1,i,-5,i,16
Cc1ccccc1CCNCc1ccc(Br)cc1,i,6,i,9,i,i,0.2,i,4,i,7
CC(C)Oc1cccc(NC(=O)c2cccn(Cc3ccc4c(c3)OC(F)(F)O4)c2=O)c1,i,16,i,21,i,i,0.8,i,-1,i,13
CC(C)[C@H](NC(=O)N1C[C@H]2C[C@@H](C1)c1cccc(=O)n1C2)C(=O)Nc1ccccc1F,i,-4,i,-2,i,i,-0.2,i,-3,i,19
C=C1N2CCC(CC2)C1(O)c1ccc(C)c(C)c1 (stereo unspecified),i,-2,i,-2,i,i,0.3,i,-1,i,-7
COc1ccc(C(=O)C2CCCN(Cc3cnc(C)s3)C2)cc1OC (stereo unspecified),i,-12,i,-19,i,i,0.0,i,0,i,5
CC(=O)OC1CC[C@@]2(C)C(=CC(=O)C3C4CCC(OC(C)=O)[C@@]4(C)CCC32)C1 (stereo partly specified),i,x,i,0,i,i,0.8,i,x,i,-13
CC1=C(C/C(C)=C/c2ccccc2)/C(=C/CO)[C@@H]2OC(=O)O[C@]2(C)C12CC2,i,x,i,9,i,i,-1.0,i,x,i,-11
O=C1CN(O)C(c2ccccc2)=c2cc(Cl)ccc2=N1,i,-58,i,2,i,i,-0.6,i,-3,i,6
CCN(CC)CCCN=Cc1c(O)n(Cc2ccc(F)cc2)c(=O)[nH]c1=O,i,-48,i,-6,i,i,-0.3,i,4,i,-13
C=C(C)c1cccc(C(C)(C)NC(=O)NC2CN3CCC2CC3)c1 (stereo unspecified),i,-1,i,2,i,i,-0.2,i,4,i,-4
COc1ccccc1C1=NCc2nnc(C)n2-c2ccc(Cl)cc21,i,-40,i,-3,i,i,1.0,i,-3,i,-30
O=C1Nc2cc(C(=O)N3CCC4(CC3)OCCO4)ccc2S/C1=C\c1ccccc1,i,57,i,-2,i,i,-0.2,i,11,i,-47
CN1C(=O)C(=Cc2ccc(N3CCCCC3)o2)C(=O)N(C)C1=S,i,5,i,22,i,i,-0.2,i,0,i,-25
CN1CCN(C(=O)COc2ccc(Oc3ccccc3)cc2)CC1,i,-17,i,-11,i,i,0.4,i,-3,i,8
CCCN1C2CCCC1CC(NC(C)=O)C2 (stereo unspecified),i,-11,i,-12,i,i,0.0,i,1,i,20
CC(NS(=O)(=O)OCC(Cl)(Cl)Cl)c1ccccc1 (stereo unspecified),i,1,i,3,i,i,-0.6,i,0,i,5
CSc1ccc(C(=O)C2CCCN(Cc3cnc(SC)nc3)C2)cc1 (stereo unspecified),i,-12,i,-13,i,i,0.2,i,5,i,-10
Cc1ccc2c(c1)C1CN(C)CCC1N2S(=O)(=O)c1ccccc1 (stereo unspecified),i,-59,i,0,i,i,0.1,i,6,i,-2
CC(CCc1ccccc1)NCCC#N (stereo unspecified),i,4,i,-4,i,i,0.0,i,-5,i,21
CNC(=O)Oc1ccc(-c2cn3cc(C)ccc3n2)cc1,i,47,i,5,i,i,-2.2,i,2,i,76*
O=C(COc1ccc(Cl)cc1)N1CCN(Cc2ccc([N+](=O)[O-])cc2)CC1,i,-4,i,2,i,i,-0.3,i,4,i,12

Other compounds:
SMILES,MrgX1 antag,KLF5 inhibitor,TRPC4 act,SKKanGAS inh,TRPC6 inh,TRPC6 activator,HIF act,TRPC4 PAM,IEC-6 tox,TRPC4 inh,aSyn UTR inh
O=C(CN1CCCCC1)c1ccc(OC(F)F)cc1,i,-7,i,-6,i,i,-0.8,i,3,i,-14
Cn1nc(N)c2c1N=P(N1CCOCC1)(N1CCOCC1)N=C2c1ccccc1,i,-8,i,-5,i,i,-0.2,i,4,i,4
CCCC(=O)Nc1ccc(N2CCN(CC)CC2)c(Cl)c1,i,-11,i,-1,i,i,1.9,i,0,i,-36
O=[N+]([O-])c1ccc(NCc2ccccc2)c2nonc12,i,-30,i,-6,i,i,0.5,i,-2,i,16
COc1cccc(-c2nc(CS(=O)CC(=O)N3CCC4(CC3)OCCO4)c(C)o2)c1 (stereo unspecified),i,-27,i,-12,i,i,-0.2,i,1,i,-2
O=C1NC(=O)N(Cc2ccco2)C(=O)/C1=C\c1cccn1CCOc1ccc(Cl)cc1,i,-10,i,-6,i,i,-0.1,i,-6,i,-29
CC[N+](CC)(CC)CC,i,x,i,-8,i,i,0.1,i,x,i,-3
COc1ccc(-c2cc(=NCCC(=O)O)c3cc(C)ccc3o2)cc1,x,-146,i,7,i,i,3.6,i,4,i,-121
COc1nc(C)nc(NC(=O)NS(=O)(=O)c2ccccc2Cl)n1,i,x,i,-3,i,i,-0.1,i,x,i,-1
COc1cccc(CN2CCCCC2c2cccnc2)c1 (stereo unspecified),i,-10,i,-7,i,i,-0.3,i,2,i,-11
